Jurkat tox 60K: reduces viability or proliferation of Jurkat cells | 1.2% of 56,000 active | inhibition, % at 4 µM | Jurkat E6.1 viability, ATP luminescence, 48 h;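 active = inhibition above the mean inhibition of all tested compounds plus 3 SD, cut at about 28% in these data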
5-HT1A blocker: antagonists of human 5-HT1a serotonin receptor; P08908; AID 612; CHO 5-HT1a Ga15 NFAT-bla reporter, antagonist mode; inhibition, % at 10 µM; 0.68% of 62,000 active;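 active = inhibition above the mean of all tested compounds plus 3 SD, cut at about 43% in these data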;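 note: receptor stimulated by 5-CT agonist at 100 nM near EC80; beta-lactamase reporter measured by ratiometric fluorescence of a cleavable substrate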
5HT1E antag: 5-HT1E (human) receptor antagonism. P28566. CHO 5-HT1E Ga15 NFAT-bla reporter, FRET, antagonist. 0.99% of 65,000 active. AID 571. inhibition, % at 6 µM;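 active = inhibition above a set limit, the mean inhibition across every tested compound plus 3 SD, cut at about 29% in these data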;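 note: signal is the 460 over 535 nm emission ratio of beta-lactamase substrate; 0% = agonist plus DMSO wells and 100% = wells without agonist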
Target sequence (P28566 whole entry, looked up): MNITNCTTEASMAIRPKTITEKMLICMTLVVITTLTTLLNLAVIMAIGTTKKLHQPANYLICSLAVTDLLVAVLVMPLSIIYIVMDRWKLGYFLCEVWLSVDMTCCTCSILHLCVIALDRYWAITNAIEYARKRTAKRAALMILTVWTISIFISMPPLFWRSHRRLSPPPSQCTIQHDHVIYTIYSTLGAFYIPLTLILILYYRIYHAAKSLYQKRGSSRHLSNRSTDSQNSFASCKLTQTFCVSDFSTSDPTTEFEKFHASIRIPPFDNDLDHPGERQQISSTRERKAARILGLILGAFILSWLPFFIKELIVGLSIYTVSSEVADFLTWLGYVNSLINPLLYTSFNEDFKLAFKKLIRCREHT
D1 allo mod: allosterically modulates the human D1 dopamine receptor. P21728. HEK293 D1, CRE-luciferase, dopamine EC30 potentiation; actives deviate in either direction. B-score at 10 µM. 5.9% of 58,000 active. AID 641;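 active = luminescence count or its row- and column-corrected plate score outside the 99.7% band of the plate's sample wells, on either side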
S1P3 agonist: activates the human S1P3 receptor | S1P3 NFAT-BLA reporter cells, agonism, FRET ratio; relative to 1 µM S1P, basal subtracted | activation, % at 4.5 µM | 0.1% of 60,000 active;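 active = activation above the screen-wide mean plus 3 SD, cut at about 4.5% in these data, passing the limit was not always enough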; note: some compounds called inactive have numbers as strong as hits
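Benchmarks: high control 1 µM S1P / System: stable CHO line with human S1P3, Gα16, NFAT-BLA reporter / Dosing: single compound concentration, 4.5 µM final / Timing: 4 h compound at 37 °C, 2 h substrate at RT / Measured by: FRET β-lactamase substrate fluorescence, excitation 405 nm, 460/535 nm emission ratio, background-subtracted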
S1P1 ag-PAM: agonists and agonism potentiators of human S1P1 receptor; activation, % at 9.5 µM; 0.57% of 56,000 active; S1P1 CRE-bla cells, forskolin, beta-lactamase FRET, potentiator mode; S1P1 agonist co-added at EC20, 2 nM; 100% = saturating reference agonist, 0% = basal; AID 449; P21453;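 active = activation above a cutoff set at the mean activation of all tested compounds plus 3 SD, cut at about 54% in these data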;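 note: forskolin at 4 µM as EC80 and the EC20 agonist is SEW2871; 100% = SEW2871 at its EC100 plus forskolin at EC80; some compounds past the cut are filed as inactive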
Target sequence (P21453 whole entry, looked up): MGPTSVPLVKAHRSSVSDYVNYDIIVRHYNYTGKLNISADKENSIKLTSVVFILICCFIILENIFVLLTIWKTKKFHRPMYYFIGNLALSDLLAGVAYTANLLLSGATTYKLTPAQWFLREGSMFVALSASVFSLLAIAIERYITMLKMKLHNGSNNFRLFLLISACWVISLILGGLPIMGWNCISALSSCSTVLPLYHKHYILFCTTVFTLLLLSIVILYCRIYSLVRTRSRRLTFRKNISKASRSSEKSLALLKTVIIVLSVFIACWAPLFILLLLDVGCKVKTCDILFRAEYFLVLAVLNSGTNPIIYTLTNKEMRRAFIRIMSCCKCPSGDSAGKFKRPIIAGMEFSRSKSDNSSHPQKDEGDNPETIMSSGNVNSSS
HEK293 NFkB inh: lowers PMA/ionomycin-induced NF-kB signal in HEK293 cells; inhibition, % at 3 µM; AID 465; 0.21% of 62,000 active; HEK-293 NF-kB luciferase reporter, luminescence;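 active = inhibition above the mean of all tested compounds plus 3 SD, cut at about 40% in these data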;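 note: 0% = stimulated DMSO wells and 100% = 10 µM reference inhibitor 5653914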
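System: NF-kB luciferase reporter HEK-293 cells | Replication: Single test | Control set: DMSO vs reference inhibitor | Evaluation: % inhibition | Schedule: 1 h pretreatment, 16 h stimulation, 37 °C | Probe or stimulus: PMA with ionomycin | Compound dosing: One dose, 3 µM | Detection: Luciferase luminescence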
5HT1E ag: 5-HT1E (human) receptor agonism | CHO 5-HT1E Ga15 NFAT-bla reporter, FRET; 0% DMSO wells, 100% control agonist wells | activation, % at 6 µM | 0.69% of 65,000 active | AID 574;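 active = activation above a set limit, the screen-wide mean activation plus 3 SD, cut at about 8.5% in these data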;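 note: 100% = positive control agonist at 1 µM giving full maximal response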
HTR1A agonist: activates the human 5-HT1a serotonin receptor; CHO 5-HT1a Ga15 NFAT-bla reporter, FRET ratio; 0% basal, 100% maximal reference agonist; activation, % at 10 µM; 0.56% of 65,000 active;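 active = activation above the screen-wide mean activation plus 3 SD, cut at about 19% in these data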;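 note: 0% = DMSO wells and 100% = 5-CT at EC100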
* = called active by the depositor; x = not tested or not shown. This is a random part of the collection; overall some 8.3% were active at least once.

Order of values: Jurkat tox 60K | 5-HT1A blocker | 5HT1E antag | D1 allo mod | S1P3 agonist | S1P1 ag-PAM | HEK293 NFkB inh | 5HT1E ag | HTR1A agonist
> CN(c1ccccc1C(=O)Nc1ccc2c(c1)OCO2)S(C)(=O)=O
→ -2 | 5 | 5 | x | -0.6 | 0 | 9 | -0.1 | -4.4
> Cn1c(=O)c2nc(NCc3ccccc3)cnc2n(C)c1=O
→ 8 | -2 | 17 | 0.25 | 0.1 | 16 | 17 | -0.2 | -1.5
> CC(=O)Nc1ccc(S(=O)(=O)c2ccc(N)cc2)cc1N
→ 0 | -10 | 0 | 0.2 | 1.1 | -27 | 0 | 0.7 | 0.5
> CC(C)n1c(NCc2cc(Cl)ccc2O)nc2ccccc21
→ 5 | 26 | 16 | -1 | -1.3 | 10 | 11 | -1.0 | -2.4
> CN(Cc1ccccc1)C(=O)CSc1nnc(-c2ccco2)n1-c1ccccc1
→ 8 | 6 | 5 | -0.086 | -1.2 | 14 | 9 | -0.1 | -1.2
> CCOP(=O)(c1ccc(N(C)C)cc1)C(O)c1cc(OC)c(OC)c(OC)c1 (stereo not drawn)
→ 1 | 2 | 14 | 0.098 | -0.5 | 3 | 0 | -1.4 | -3.1
> Cc1ccc2c(c1C)NC(C(=O)O)C1CC=CC21 (stereo not drawn)
→ -9 | -6 | 9 | -0.66 | -0.8 | -24 | -2 | 1.2 | -4.4
> O=C(CSc1nnc(Cc2cc(=O)[nH]c(=O)[nH]2)n1-c1ccccc1)N1CCCc2ccccc21
→ -12 | 0 | 22 | -0.24 | -0.6 | 25 | -4 | -1.1 | 0.1
> Cc1ccccc1NC(=O)c1c(F)c(F)c(F)c(F)c1F
→ -2 | 16 | 6 | -0.021 | -0.8 | 23 | 7 | -0.4 | -0.7
> CC(C)(C)n1nnnc1C(c1cccc(C#N)c1)N1CCN2CCCC2C1 (stereo not drawn)
→ -4 | -7 | -6 | -0.65 | 0.8 | 10 | 9 | 1.0 | 0.8
> Cc1occc1C(=O)NCc1cccc(CNC(=O)c2ccoc2C)c1
→ 2 | -5 | -9 | 0.18 | -0.5 | -18 | 4 | -1.0 | -0.8
> COc1ccc(-c2cc(C(F)F)n3ncc(C(=O)N4CCN(C(=O)c5ccco5)CC4)c3n2)cc1
→ 1 | -17 | 13 | 9.4* | -1.0 | -38 | 15 | 2.4 | 3.0
> CCOC(=O)N1CCN(C(=O)Cn2nc(C)c3sc4ccccc4c3c2=O)CC1
→ 1 | -1 | -10 | -0.4 | -1.3 | 1 | 4 | -0.1 | -0.6
> Cc1c(-c2cccs2)[n+](=O)c2c(n1[O-])CCCC2
→ x | x | -1 | -0.68 | -2.9 | -8 | x | 0.1 | 1.0
> CCC(=O)NCCSc1c[nH]c2ccccc12
→ 1 | 9 | -5 | -0.047 | -0.5 | 12 | 20 | 0.2 | -0.6
> Cn1nnc2cc(NC(=O)N3CC4(C)CC3CC(C)(C)C4)ccc21 (stereo not drawn)
→ 1 | 1 | 4 | -1 | -0.4 | x | -4 | 1.0 | -1.4
> CCOc1ccc(C(=O)NCC(C)CN(C)C)cc1OCC (stereo not drawn)
→ 1 | -1 | -8 | -0.6 | -0.3 | x | 4 | 0.7 | -2.0
> C=CCn1c(O)c(C2=c3ccccc3=NC2=O)sc1=Nc1ccc(O)cc1
→ 0 | 55* | 12 | 1.1 | -1.0 | 10 | 21 | 0.4 | -9.6
> Cc1cc(Cl)ccc1N1C(=O)CC(SCCC(=O)O)C1=O (stereo not drawn)
→ 4 | -6 | 10 | -0.33 | -0.5 | 15 | -1 | -0.1 | -0.8
> Cc1cccc2cc(C#N)c(SCCN3CCCCC3)nc12
→ 6 | -16 | 6 | -0.048 | -0.6 | -3 | 7 | -1.0 | 2.3
> COc1ccc(C2CC(=O)C3=C(C2)NC(C)=C(C#N)C3c2ccc(N(C)C)cc2)cc1 (stereo not drawn)
→ -5 | -12 | -7 | -0.85 | 0.5 | -27 | 0 | 0.8 | 0.2
> CCCCNC(=O)CSc1nccn1Cc1ccccc1
→ -8 | 0 | 3 | 0.24 | -0.4 | 0 | 3 | -1.1 | -1.1
> O=C(c1ccco1)n1nc(-c2ccc(Cl)cc2)nc1NCc1ccco1
→ 3 | 1 | 0 | 0.81 | -0.2 | x | 9 | -1.4 | -0.5
> COC(=O)C1(CCSC)NC(c2ccco2)C2C(=O)N(C)C(=O)C21 (stereo not drawn)
→ 1 | 9 | 1 | -0.22 | -0.5 | 6 | 13 | -1.2 | -3.8
> CSc1nnc(CNC(=O)c2ccccc2)n1-c1ccc(F)cc1
→ -3 | 7 | 4 | -0.76 | -0.9 | -11 | -4 | 0.9 | -1.5
> COC(=O)C1C(=O)NCC1c1ccccc1 (stereo not drawn)
→ x | x | 0 | x | 7.1 | 3 | x | -0.9 | -0.5
> Cc1cc(C(F)(F)F)n2ncc(C(=O)O)c2n1
→ -9 | 10 | -2 | x | -0.1 | -25 | 0 | 0.1 | 0.3
> COC(=O)c1cc(OC)c(OC)cc1NC(=O)c1ccco1
→ x | 10 | 9 | x | x | x | 13 | 1.4 | 0.8
> CNC(=O)c1ccc2snnc2c1
→ 13 | -2 | 10 | x | -1.4 | -4 | -3 | 0.6 | 0.6
> O=C(CSCC(=O)OCn1nnc2ccccc2c1=O)Nc1ccc(Cl)cc1
→ 3 | 5 | -9 | -1.2 | -1.2 | 2 | 3 | 0.0 | -1.4
> COc1ccc(C2C(C(C)=O)=C(C)N=c3s/c(=C\c4ccco4)c(=O)n32)c(OC)c1 (stereo not drawn)
→ -6 | -8 | -5 | -0.59 | -1.4 | -6 | 11 | -0.4 | -0.7
> O=C(C1CC1)N1CCN=C1SCc1ccccc1Cl
→ 6 | -4 | 7 | 0.58 | -0.4 | 11 | 7 | -0.9 | -0.6
> CCCCN(C)CCNC(=O)c1ccc2c(c1)NC(=O)C(N1CCCCC1)S2 (stereo not drawn)
→ 10 | 8 | 1 | 0.12 | 0.1 | 18 | 12 | 3.0 | 1.1
> Cc1ccc(O)c(NC(=O)c2cccc(S(=O)(=O)N3CCCCC3)c2)c1
→ 4 | -2 | 1 | x | -1.1 | -8 | -3 | -0.2 | -1.2
> COc1ccc2[nH]c(C)c(C(=O)CN(C)C)c2c1
→ -3 | 2 | -7 | 0.13 | -0.7 | 5 | 17 | -1.3 | -2.0
> COc1ccccc1C1C2CCCCC2(O)CCN1CC(=O)Nc1ccccc1 (stereo not drawn)
→ 7 | 22 | -9 | 0.73 | -1.1 | -12 | 7 | -1.6 | -2.0
> CC(=O)NC1(NC(C)=O)CCN(C)C(c2ccccc2)C1C (stereo not drawn)
→ -7 | -2 | 5 | 0.37 | -0.5 | -12 | 0 | 0.1 | -1.4
> CC1CCN(c2oc(-c3ccccc3F)nc2C#N)CC1
→ -2 | 13 | 24 | 8.1* | -0.8 | -15 | 10 | -1.1 | -3.7
> O=C(O)CCc1ccc(-c2ccccc2)o1
→ 6 | 16 | 1 | -0.036 | -0.7 | x | 14 | -1.1 | 0.1
> COC(=O)c1cc(Cl)c(NC(=O)c2ccco2)cc1OC
→ -4 | 6 | -12 | 1.7 | 0.2 | x | 13 | -0.8 | -0.8

Full records, quoted from the list. Order of values: Jurkat tox 60K	5-HT1A blocker	5HT1E antag	D1 allo mod	S1P3 agonist	S1P1 ag-PAM	HEK293 NFkB inh	5HT1E ag	HTR1A agonist
Shown for `CC(=O)NC1(NC(C)=O)CCN(C)C(c2ccccc2)C1C` (stereo not drawn) : -7	-2	5	0.37	-0.5	-12	0	0.1	-1.4
Shown for `COc1ccc(C2CC(=O)C3=C(C2)NC(C)=C(C#N)C3c2ccc(N(C)C)cc2)cc1` (stereo not drawn) : -5	-12	-7	-0.85	0.5	-27	0	0.8	0.2

(next part)
Order of values: Jurkat tox 60K | 5-HT1A blocker | 5HT1E antag | D1 allo mod | S1P3 agonist | S1P1 ag-PAM | HEK293 NFkB inh | 5HT1E ag | HTR1A agonist
> O=S(=O)(c1cccc(-c2csc(-c3cccnc3)n2)c1)N1CCCCC1
→ 7 | 11 | 4 | 2.4 | -0.4 | -1 | 20 | -1.0 | -2.4
> CC(C)NC(=O)C1CCCN(c2nnc(-n3cccc3)s2)C1 (stereo not drawn)
→ 7 | 12 | 9 | 0.081 | -1.2 | -5 | 15 | 0.8 | -0.3
> O=C(NCCN1CCOCC1)c1ccc2c(c1)N(Cc1ccc(F)cc1)C(=O)CS2
→ -4 | 5 | -3 | -0.38 | -0.9 | 9 | 6 | 0.4 | -2.8
> COC(=O)C1=C(C(=O)c2ccccc2)C(c2cccs2)n2nnnc2N1 (stereo not drawn)
→ x | -3 | 0 | x | x | x | 3 | -0.7 | 0.3
> CC(C)(C#N)N([O-])C=C[N+](=O)C(C)(C)C#N
→ 2 | 9 | 17 | 0.53 | -0.8 | 1 | 9 | -0.4 | -2.7
> COc1ccc(Br)cc1C(=O)Nc1nnn(C)n1
→ -4 | -4 | -2 | -0.35 | -0.8 | -5 | 6 | -0.9 | -3.4
> Cc1cccn2c(=O)c3cc(C(=O)NCCCN4CCOCC4)n(C)c3nc12
→ -6 | -7 | 3 | -0.39 | -0.1 | -17 | 4 | 0.4 | 0.2
> COc1ccccc1NC(=O)CSc1nnc(C)o1
→ x | 5 | -4 | 0.037 | x | x | 13 | 0.0 | -0.6
> Cc1cc(NS(=O)(=O)c2ccc(NC(=O)CN3C(=O)c4ccccc4C3=O)cc2)nc(C)n1
→ -2 | -5 | -1 | -0.23 | 0.0 | -7 | 3 | 0.2 | -3.4
> CCn1cc(C2Nc3ccccc3C(=O)N2O)c(C)n1 (stereo not drawn)
→ 5 | 7 | -4 | -0.59 | -0.7 | -1 | 14 | -0.7 | 0.0
> COc1ccc(OCCOC(=O)Nc2ccccc2)cc1
→ -6 | 9 | -9 | 0.75 | -0.3 | x | 1 | 0.3 | 0.2
> Cn1c(=O)c2ccccc2n(Cc2ccccc2F)c1=O
→ 9 | -10 | 1 | 2.7 | -0.5 | x | 9 | -0.7 | 0.8
> COc1cccc(NC(=O)N2CCCC2C(=O)NC(C)C)c1 (stereo not drawn)
→ -2 | -6 | -2 | 0.4 | -0.6 | -13 | 3 | 0.1 | -2.2
> Cc1ccc(N(CC(=O)N2CC(=O)Nc3ccccc32)S(=O)(=O)c2ccc3c(c2)OCCO3)cc1
→ x | 7 | -6 | x | x | x | 16 | -0.3 | 0.4
> Cc1cc(C)c2cc(C#N)c(NCCCNC(=O)CCC(=O)O)nc2c1
→ 6 | -1 | 11 | 0.49 | 0.0 | -13 | 10 | -0.3 | 0.0
> CN(C)c1ccc(C(=O)Nc2nnc(-c3ccc(Cl)cc3)o2)cc1
→ -2 | -10 | 5 | -1.5 | -0.6 | -2 | 9 | -0.2 | -0.4
> CC(C)N(Cc1cc2ccccc2[nH]c1=O)C(=O)c1cccnc1
→ 0 | -10 | -1 | -0.27 | -0.2 | 5 | 7 | 0.4 | 0.0
> O=C(c1cc(-c2ccccc2)on1)N1CCN(Cc2ccc3c(c2)OCO3)CC1
→ -8 | 1 | -5 | -0.015 | -0.7 | 69 | 16 | 0.6 | -2.2

Source: PubChem (several laboratories)
